# TDP-43 yeast inh – inhibitors of TDP-43 toxicity in yeast; TDP-43 expressing yeast growth rescue, BacTiter-Glo, 24 h; Potency, µM (top dose mostly 46.1 µM), inactives show at the top dose growth rescue (activation), most hits filed as activators; 410,000 tested, 1.8% active; AID 652104; note: potency is the fitted concentration of half-maximal effect; % of control where 0% means no effect; nearly all actives have a fitted effect of over 50% in size
#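 Cell-based yeast growth screen: TDP-43 expression induced in galactose, inoculum OD600=0.02 after raffinose pregrowth to mid-log. Read-out BacTiter-Glo luminescence at 24 hr, 30 deg C; inhibition of toxicity seen as signal increase.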
# GLP1R inv ag – inverse agonists of human GLP-1 receptor; HEK293 GLP-1R CRE-luciferase, luminescence, 24 h; GLP-1R form is constitutively active; Potency, µM (highest dose often 38.3 µM), inactives show top-dose activity change, negative = inhibition, usual class: inhibitors; 410,000 tested, 1.6% active; note: potency is the fitted concentration of half-maximal effect; % is set by controls: 0 for no effect and ±100 for the full control effect; nearly all actives have a fitted effect of over 55% in size
# Target sequence (P43220 whole entry, looked up): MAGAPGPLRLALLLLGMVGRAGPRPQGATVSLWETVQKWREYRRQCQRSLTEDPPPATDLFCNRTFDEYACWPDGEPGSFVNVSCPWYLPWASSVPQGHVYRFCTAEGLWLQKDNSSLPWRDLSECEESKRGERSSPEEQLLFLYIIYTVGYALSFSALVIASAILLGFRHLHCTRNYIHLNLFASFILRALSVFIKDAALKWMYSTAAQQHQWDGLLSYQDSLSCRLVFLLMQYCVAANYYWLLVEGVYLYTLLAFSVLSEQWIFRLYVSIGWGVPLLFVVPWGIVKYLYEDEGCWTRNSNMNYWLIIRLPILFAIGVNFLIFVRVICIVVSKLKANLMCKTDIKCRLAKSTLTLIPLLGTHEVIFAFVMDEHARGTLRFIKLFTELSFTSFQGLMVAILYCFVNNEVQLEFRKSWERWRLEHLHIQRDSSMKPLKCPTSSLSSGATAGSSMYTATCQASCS
#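 GLP-1R inverse agonism mode: basal reporter luminescence in engineered HEK293 cells measured after one day of compound exposure at 37 deg C, with a 12 min room-temperature detection step.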
# aSyn yeast inh – alpha-synuclein toxicity inhibition in yeast; Yeast expressing alpha-synuclein, growth rescue, BacTiter-Glo, 24 h; Potency, µM (top dose mostly 46.1 µM), for the others: at the top dose growth rescue (activation), hits mostly activators; 370,000 tested, 0.14% active; AID 652106; note: potency is the fitted concentration of half-maximal effect; % of control where 0% means no effect; nearly all actives have a fitted effect of over 65% in size
#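 Readout is rescue of growth in alpha-synuclein-expressing yeast, so inhibitors of toxicity appear as activators. Growth after 24 hr at 30 deg C in galactose medium is quantified by luminescence.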
# FUS suppressor – FUS proteinopathy suppression in yeast; S. cerevisiae FUS-expressing, growth rescue, OD600, 24 h; Potency, µM (top dose mostly 76.6 µM), inactives show at the highest dose growth rescue (activation), most hits filed as activators; 390,000 tested, 0.24% active; AID 1347120;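 note: potency is the fitted concentration of half-maximal effect; plate controls were DMSO vehicle for no effect and reference control for full effect; nearly all actives have a fitted effect of over 55% in size; some results filed as inactive show a strong effect at the top dose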
#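 Restored growth of FUS-toxic S. cerevisiae, read as 600 nm absorbance after 24 h at 30C in galactose medium (starting OD 0.005). Controls CP55940 and DMSO.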
# pAkt inh – Akt phosphorylation inhibition; Neuro2A IGF-stimulated pAkt S473 HTRF, 20 min; stronger effect = lower value; activity change, % for hits at 50 µM; 360,000 tested, 0.32% active; AID 651550; in the data active = activity change below about -80%; inconclusive = mostly about -51% to -80%; note: % is set by controls: 0 for no effect and ±100 for the full control effect
#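 Single-point screen (50 µM final compound) in Neuro2A cells stimulated 20 min with 6 nM IGF at 37 deg C. After lysis, Ser473-phosphorylated Akt read by HTRF (ex 330 nm, em 615/665 nm) as the 665/615 ratio.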
# GLP-1R agonist – GLP-1 receptor (human) agonism; HEK293 GLP-1R CRE-luciferase, luminescence, 4-6 h; cells express a hypersensitive GLP-1R form; Potency, µM (top dose mostly 45.6 µM), without a hit: at the highest dose activation, actives largely listed as activators; 380,000 tested, 0.007% active; AID 624172; note: potency is the fitted concentration of half-maximal effect; % of control where 0% means no effect
# DRD3 antagonist – antagonists of human D3 dopamine receptor. P35462. D3R cells, DiscoveRx beta-arrestin luminescence, antagonist mode; stronger effect = lower value. max response, negative = inhibition, %. 360,000 tested, 2.5% active. AID 652054; in the data active = max response below about -50%; inconclusive = no clear call, values can overlap the other calls; note: % is set by controls: 0 for no effect and ±100 for the full control effect; mostly tested at two doses, the higher about 12 µM
#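 Cells expressing the human receptor were seeded at 1500 cells/well, incubated overnight at 37 degrees C in 5% CO2, then exposed to library compounds with dopamine controls for 90 minutes at 37 degrees C before luminescent detection.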
# PTHR1 agonist – PTHR1 (human) receptor agonism | Potency, µM (titrated, usually from 115 µM), for the others: top-dose activation, usual class: activators | HEK293 GP2 PTHR1 cells, GloSensor cAMP luminescence, 1 h | 410,000 tested, 0.075% active | Q03431; note: potency is the fitted concentration of half-maximal effect; nearly all actives have a fitted effect of over 55% in size; some results filed as inactive show a strong effect at the top dose; inactives centre near -15; many of its hits are not listed in these tables
# Target sequence (Q03431 whole entry, looked up): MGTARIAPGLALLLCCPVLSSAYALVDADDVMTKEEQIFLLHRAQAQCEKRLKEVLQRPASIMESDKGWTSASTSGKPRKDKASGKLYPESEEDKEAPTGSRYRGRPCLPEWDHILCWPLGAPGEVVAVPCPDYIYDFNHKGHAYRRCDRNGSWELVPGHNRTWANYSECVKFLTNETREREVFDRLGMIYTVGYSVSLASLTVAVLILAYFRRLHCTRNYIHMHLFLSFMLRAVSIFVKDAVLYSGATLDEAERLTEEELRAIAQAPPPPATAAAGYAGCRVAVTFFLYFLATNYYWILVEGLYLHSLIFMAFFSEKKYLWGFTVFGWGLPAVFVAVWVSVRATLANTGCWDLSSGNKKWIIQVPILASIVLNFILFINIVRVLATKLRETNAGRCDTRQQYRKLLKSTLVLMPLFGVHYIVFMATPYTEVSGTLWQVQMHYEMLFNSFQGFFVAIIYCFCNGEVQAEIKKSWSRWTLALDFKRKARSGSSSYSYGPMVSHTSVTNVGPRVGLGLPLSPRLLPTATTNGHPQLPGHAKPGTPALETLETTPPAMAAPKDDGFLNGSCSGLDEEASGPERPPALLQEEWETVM
#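 HEK-293-derived GP2 cells expressing PTHR1 and a GloSensor cAMP reporter, 3,000/well, plated overnight, given luciferin plus IBMX (each 0.5 mM as added) for 1 h at 37 °C, then compound for 1 h at 37 °C. Luminescence was read after 15 min at room temperature.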
# Abeta rescue – compounds reversing amyloid beta toxicity in yeast. Potency, µM (highest dose often 46.1 µM), without a hit: top-dose growth rescue, usual class: activators. 410,000 tested, 0.063% active. AID 1347071. yeast expressing A-beta42, growth rescue, OD600, 48 h; response scale: 0% DMSO, 100% iron-clioquinol control; note: potency is the fitted concentration of half-maximal effect; nearly all actives have a fitted effect of over 55% in size
#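 Growth rescue measured by 600 nm absorbance after 48 h yeast culture at 30 C with compound. Values normalized between DMSO and an equimolar ferric chloride plus clioquinol control.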
# The depositor's hits bear a star; i = inactive; ? = inconclusive; . = not tested or not shown; [ ] = remark or other dose. Unless noted, calls come from the whole dose curve; as a rule, active = well fitted curve in the direction sought with a large enough effect; inconclusive = small, poorly fitted or top-dose-only effect, or another doubt; inactive = no such curve, though single readings can be large; an effect the other way counts as inactive or inconclusive.
SMILES,TDP-43 yeast inh,GLP1R inv ag,aSyn yeast inh,FUS suppressor,pAkt inh,GLP-1R agonist,DRD3 antagonist,PTHR1 agonist,Abeta rescue
Clc1ccc(Cc2nn3c(Cn4nnc5ccccc54)nnc3s2)cc1,-16%,0%,-6%,34%,i,8%,17,i,12%
COC(=O)c1ccccc1NC(=O)C(C)n1nc(C)c2c(C)n(-c3ccccc3)nc2c1=O (configuration not stated),?,5%,5%,7%,.,7%,14,-11%,-15%
N#Cc1ccccc1NC(=O)C(=O)NCCc1csc2nc(-c3cccc(F)c3)nn12,-10%,6%,.,4%,.,.,.,22%,-14%
CC(C)n1nc(C(=O)Nc2nc3ccc(S(C)(=O)=O)cc3s2)c2ccccc2c1=O,-18%,36%[activator],-1%,-15%,i,3%,16,i,-1%
CCOC(=O)c1ccc(NC(=S)N(CCCN2CCCC(C)C2)Cc2cccs2)cc1 (configuration not stated),1%,?,0%,-12%,i,2%,-87*,i,10%
CCC(C(=O)Nc1cc(Cl)ccc1OC)n1nc(-c2ccccc2)ccc1=O (configuration not stated),11%,?,.,?,.,.,.,-6%,-8%
COc1ccccc1CNc1nc(C)c(C(C)=O)s1,2%,18%,-6%,11%,i,15%,-7,-23%,-12%
Cc1nn(CCC#N)c(C)c1Oc1ccccc1O,2%,-8%,0%,-43%,i,10%,14,i,-10%
COC(=O)C1CN(C(=O)COc2ccc(Cl)c(C)c2)c2ccccc2O1 (configuration not stated),?,?,5%,1%,i,23%,-23,i,?
Cc1nc2ccccc2c(=O)n1/N=C/c1cn(-c2ccccc2)nc1-c1cccs1,-46%[inhibitor],?,-4%,22%,i,8%,15,i,-36%[inhibitor]
CCCCN1CCc2[nH]c(=S)[nH]c(=O)c2C1,2%,10%,-11%,.,i,-4%,-15,i,0%
CCn1c(CNC(=O)c2cccc(C)c2)nnc1SCC(=O)NC1CCCC1,0%,-1%,-3%,-4%,i,2%,0,-3%,-9%
O=C(NC1=NCCS1)C1CC2CCC1C2 (configuration not stated),9%,-22%,1%,19%,i,-6%,-5,-23%,3%
COc1cc2c(=O)n(CCc3ccccc3)c(=O)n(CC(=O)Nc3ccccc3)c2cc1OC,21%,0%,.,?,.,0%,.,?,-10%
O=C(COC(=O)/C=C/c1ccc(S(=O)(=O)N2CCOCC2)cc1)NCc1ccc(F)cc1,?,9%,5%,15%,i,10%,1,i,-1%
CC(CN1C(C)CCCC1C)OC(=O)c1ccc(Cl)cc1Cl (configuration not stated),3%,6%,0%,-1%,i,7%,0,i,-3%
CCc1nn(CC(=O)N2CCN(c3cccc(Cl)c3)CC2)c(=O)c2cc3sccc3n12,-3%,4%,.,-4%,.,.,.,13%,-6%
COc1cccc(CC(O)CC2c3c(cc4c(c3OC)OCO4)CCN2C)c1 (configuration not stated),10%,?,-1%,-10%,i,23%,-27,-20%,-3%
CSCCC(NS(=O)(=O)/C=C/c1ccccc1)C(=O)N1CCC(C)CC1 (configuration not stated),-8%,-11%,0%,18%,i,-8%,-16,i,10%
CCOC(=O)C1(CCOc2ccccc2)CCN(Cc2cccn2-c2cccnc2)CC1,-4%[9.22 µM],?,-1%,4%,i,22%,3,-19%,7%
CCC(C)NC(=O)CN1C(=O)c2cccnc2Sc2ccccc21 (configuration not stated),-6%,8%,.,24%,.,.,.,?,-14%
CCN(CC)CC(C)CNC(=O)C1(O)c2ccccc2NC(=O)N1c1ccc(Cl)c(Cl)c1 (configuration not stated),4%,-9%,-1%,-8%,i,12%,-9,i,10%
Cc1nn(CC(=O)Nc2c(F)cc(F)cc2Br)c(=O)c2cccn12,2%,10%,8%,-9%,i,-6%,-7,i,-11%
CCOc1ccccc1CN1CCN(CCCn2cccn2)CC1CCO (configuration not stated),3%,-7%,-1%,10%,i,-2%,9,i,1%
COc1cc(C(=O)Nc2cc(C)c(O)c(-c3nc4cc(Cl)ccc4o3)c2)cc(OC)c1OC,5%,22%,-1%,-22%,.,2%,.,-16%,-19%
Nc1nc(SC2c3cccc4cccc(c34)C2NS(=O)(=O)c2ccccc2)n[nH]1 (configuration not stated),14%,0%,-6%,.,i,-4%,1,-3%,27%
CCN(CC(=O)Nc1c(F)cccc1F)C(=O)/C=C/c1ccc(OCC#N)c(OC)c1,23%,54%[activator],1%,28%,i,16%,-4,i,11%
Cn1cnnc1SCC(=O)Nc1ccc2nc(SCc3ccccc3Cl)sc2c1,?,28%,8%,?,i,2%,-1,-11%[57.5 µM],7%
Cn1c(SCCC(=O)O)nnc1-c1ccncc1,-8%,0%,-8%,-9%,i,-3%,-6,-4%[57.5 µM],1%
COc1ccc(NC(=O)C(=O)NCCN2CCN(C(=O)c3cccs3)CC2)cc1,3%,-18%,7%,9%,i,-2%,-5,-6%[57.5 µM],-3%
Cc1cc(C)cc(N2C(N)=NC(N)=NC2c2ccccc2F)c1 (configuration not stated),5%,?,1%,6%,i,-6%,5,-3%,-6%
CC(=O)Nc1ccc(NS(=O)(=O)c2c(Cl)cccc2Cl)cc1,-4%,-4%,1%,-1%,i,-4%,-12,-23%,7%
O=C1CCCCN1CCCC(=O)N1CCCC(Nc2ccc(F)cc2)C1 (configuration not stated),5%,19%,-3%,-24%,i,-3%,-2,i,.
CCCCc1nnc(NC(=O)C2CC(=O)N(c3ccc(C)cc3)C2)s1 (configuration not stated),.,13%,2%,11%,i,-2%,3,i,4%
CCC1(C)NC(C(=O)O)Cc2c1[nH]c1ccccc21 (configuration not stated),-19%,-2%,-3%,-10%,i,1%,9,i,-9%
COc1ccc(-c2nc(CNC(=O)Nc3ccccc3)c(C)o2)c(OC)c1,22%,-31%,.,-5%,.,.,.,i,-1%
Cc1cc2nn(-c3ccc(Cl)cc3)nc2cc1NC(=O)C(C)C,0%,-48%,.,-1%,.,.,.,i,-14%
CC(C)c1nc(SCC(=O)Nc2ccc(C(=O)O)cc2)c2c3c(sc2n1)CCCC3,-11%,19%,9%,-4%,i,1%,?,i,-11%
CCc1ccc(C(=O)COC(=O)C(CCSC)NC(=O)C23CC4CC(CC(C4)C2)C3)cc1 (configuration not stated),11%,17%,0%,-15%,i,3%,7,i,9%
Cc1ccc(CCNC(=O)c2ccc3nc4ccc(Cl)cc4c(=O)n3c2)cc1,9%,5%,-1%,-3%,i,-5%,-12,?,-12%

# Rewritten with two lines to a compound: 3 of the compounds above
# Fields: TDP-43 yeast inh, GLP1R inv ag, aSyn yeast inh, FUS suppressor, pAkt inh, GLP-1R agonist, DRD3 antagonist, PTHR1 agonist, Abeta rescue
Cn1cnnc1SCC(=O)Nc1ccc2nc(SCc3ccccc3Cl)sc2c1
→ ?, 28%, 8%, ?, i, 2%, -1, -11%[57.5 µM], 7%
COc1ccc(-c2nc(CNC(=O)Nc3ccccc3)c(C)o2)c(OC)c1
→ 22%, -31%, ., -5%, ., ., ., i, -1%
CCN(CC)CC(C)CNC(=O)C1(O)c2ccccc2NC(=O)N1c1ccc(Cl)c(Cl)c1 (configuration not stated)
→ 4%, -9%, -1%, -8%, i, 12%, -9, i, 10%

# Additional entries follow:
SMILES,TDP-43 yeast inh,GLP1R inv ag,aSyn yeast inh,FUS suppressor,pAkt inh,GLP-1R agonist,DRD3 antagonist,PTHR1 agonist,Abeta rescue
O=C(C1=C[C@@H](c2ccc(Br)cc2)C[C@@H](OCCCCO)O1)N1CCOCC1,17%,11%,3%,2%,i,9%,14,-23%,6%
COc1ccc(Cc2nc3ccc(C(=O)NCCCSC)cc3o2)cc1OC,18%,42%[activator],-1%,18%,i,15%,2,-45%[inhibitor],14%
COc1ccc(N=C(NN)c2ccc3ccccc3n2)cc1,23%,?,0%,.,i,-24%,4,-20%,-9%
Nc1nnc(C(F)(F)F)s1,-8%,13%,1%,-21%,i,-10%,-7,i,-5%
O=C(C1=NNC2C(=O)N(c3ccccc3)C(=O)C12)c1nc(Cl)ccc1Cl (configuration not stated),7%,15%,-8%,15%,i,33%,-28,-17%,-15%
COc1cccc(NC(=O)C2CCN(S(=O)(=O)c3ccc(N4CCCC4=O)cc3)CC2)c1,10%,14%,1%,-7%,i,-2%,22,-40%[inhibitor],1%
CC(=C/c1ccco1)/C=N/NC(=O)c1ccncc1,2%,-8%,3%,10%,i,5%,0,i,-3%
CCOc1ccccc1-n1cc2c(c1-c1ccc(OC)cc1)c(=O)n(C)c(=O)n2C,28%,13%,.,-11%,.,.,.,i,-13%
COc1ccc(OC)c(S(=O)(=O)ON2C(=O)c3ccccc3C2=O)c1,?,132%[activator],11%,-9%,i,8%,-97*,-12%,-13%
CC1CCc2[nH]c3ccc(C(=O)NCC4CCCO4)cc3c2C1 (configuration not stated),-3%,?,-5%,25%,i,21%,-4,i,5%
COC(=O)CNC(=O)COC(=O)C(Cc1ccccc1)NC(=O)c1ccco1 (configuration not stated),0%,1%,2%,-26%,i,-11%,?,i,20%
CCCCN1C2CCCC1CC(NC(=O)c1ccccc1Cl)C2 (configuration not stated),5%,7%,1%,-12%,i,5%,11,i,13%
CCN1CCN(C(=O)C2=CC(c3ccc(OC)cc3)=NS(=O)(=O)N2C)CC1,12%,0%,-1%,-18%,i,-1%,5,-16%,3%
Cc1ccc(CCNC(=O)c2cccc(Nc3nc4ccccc4nc3-n3nc(C)cc3C)c2)cc1,14%,9%,.,-6%,.,.,.,-12%,1%
CCCSc1oc(-c2ccco2)nc1S(=O)(=O)c1ccc(Br)cc1,27%,?,.,26%,.,.,.,-65%[inhibitor],13%
COc1ccccc1NC(=O)C1=C(C)NC(=O)NC1c1ccccc1[N+](=O)[O-] (configuration not stated),-21%,2%,-3%,18%,i,0%,-9,i,-15%

# Assay outcomes deposited in PubChem by National Center for Advancing Translational Sciences (NCATS).

# Some of the compounds tested; count on the stated rates, not on these rows.
